Screening results as filed in PubChem.
KCNH2 3.1 inh: qHTS for Inhibitors of KCHN2 3.1: Mutant qHTS; activity change, % (tested at about 1.8 µM); Potassium voltage-gated channel subfamily H member 2, brain isoform KCNH2 3.1 (human); actives 0.95% (n = 340,000); U2OS KCNH2 3.1, thallium flux FluxOr; active compounds read low;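 active means maximum activity change below -70%; inconclusive means maximum activity change from -70% to -50%; inactive means maximum activity change above -50%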;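 further: thallium influx rate constant from kinetic fluorescence after stimulation buffer; on the % scale 0 is the no-effect control and ±100 the full control effect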
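Kinetic fluorescence (2 min after stimulation buffer) measures Tl+ influx through KCNH2 3.1 expressed by viral transduction in U2OS cells; the rate constant is normalized against DMSO controls serving as positive and negative references.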
FLuc counter: qHTS profiling assay for firefly luciferase inhibitor/activator using purifed enzyme and Km concentrations of substrates (counterscreen for miR-21 project) | purified FLuc, Km substrates, luminescence inhibition | AID 588342, 2011 | Potency, µM (series often up to 57.5 µM), for the others: top-dose activity change, negative = inhibition, actives largely listed as inhibitors | actives 6.9% (n = 360,000) | Luciferin 4-monooxygenase (Photinus pyralis), P08659;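 further: potency means the concentration at half of the fitted maximal effect; plate controls were vehicle for no effect and reference inhibitor for full effect; nearly all actives have a fitted effect of over 55% in size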
Target sequence (P08659 whole entry, looked up): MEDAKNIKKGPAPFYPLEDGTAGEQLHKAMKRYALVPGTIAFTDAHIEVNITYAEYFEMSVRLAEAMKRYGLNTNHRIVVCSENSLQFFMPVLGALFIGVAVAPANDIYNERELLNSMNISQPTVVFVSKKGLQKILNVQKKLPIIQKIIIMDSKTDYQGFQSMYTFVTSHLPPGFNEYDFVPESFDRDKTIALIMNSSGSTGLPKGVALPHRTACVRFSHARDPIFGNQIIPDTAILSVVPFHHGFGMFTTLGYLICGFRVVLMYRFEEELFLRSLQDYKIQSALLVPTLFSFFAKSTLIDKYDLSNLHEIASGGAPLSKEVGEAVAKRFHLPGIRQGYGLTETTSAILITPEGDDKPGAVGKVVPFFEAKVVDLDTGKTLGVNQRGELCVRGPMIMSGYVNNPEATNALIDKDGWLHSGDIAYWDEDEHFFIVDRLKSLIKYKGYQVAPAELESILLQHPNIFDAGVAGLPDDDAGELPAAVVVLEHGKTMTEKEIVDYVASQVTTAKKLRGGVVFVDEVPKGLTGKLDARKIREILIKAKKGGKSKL
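Purified P. pyralis luciferase (10nM final) with 10uM D-luciferin and 10uM ATP (Km levels) in 50mM Tris acetate pH 7.5, 10mM Mg acetate, 0.01% Tween-20, 0.05% BSA; qHTS 6-point titration, ~60 µM downward; luminescence read.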
PKM2 activator: qHTS Assay for Activators of Human Muscle isoform 2 Pyruvate Kinase. Pyruvate kinase PKM (Homo sapiens), P14618. Potency, µM (series often up to 57.5 µM), for the others: top-dose activation, most hits filed as activators. purified PKM2, Kinase-Glo ATP luminescence, activation; response scale: 0% is enzyme alone, no compound. actives 0.34% (n = 260,000). AID 1631, 2009; further: potency means the concentration at half of the fitted maximal effect; on the % scale 0 is the no-effect control and ±100 the full control effect; nearly all actives have a fitted effect of over 55% in size
Target sequence (P14618 whole entry, looked up, canonical isoform): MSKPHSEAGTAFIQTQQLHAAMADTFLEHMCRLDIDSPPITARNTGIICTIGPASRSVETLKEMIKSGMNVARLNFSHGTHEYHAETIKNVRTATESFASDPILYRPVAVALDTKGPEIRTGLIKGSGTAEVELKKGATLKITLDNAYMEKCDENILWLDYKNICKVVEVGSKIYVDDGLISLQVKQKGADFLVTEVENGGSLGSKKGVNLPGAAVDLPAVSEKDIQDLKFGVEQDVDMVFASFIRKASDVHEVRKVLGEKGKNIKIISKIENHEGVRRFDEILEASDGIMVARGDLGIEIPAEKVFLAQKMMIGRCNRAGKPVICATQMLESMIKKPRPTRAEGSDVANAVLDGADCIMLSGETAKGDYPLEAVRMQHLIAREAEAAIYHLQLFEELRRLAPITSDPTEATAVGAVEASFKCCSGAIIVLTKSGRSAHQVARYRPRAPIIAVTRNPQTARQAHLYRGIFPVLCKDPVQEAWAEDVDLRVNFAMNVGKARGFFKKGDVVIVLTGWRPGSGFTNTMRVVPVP
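ATP formation by purified human PK-M2, quantified via coupled luciferase luminescence after 1 h at room temperature with 0.1 mM ADP and 0.5 mM PEP final.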
Gal4-VP16 FLuc: VP16 counterscreen qHTS for inhibitors of ROR gamma transcriptional activity | Drosophila S2 Gal4-VP16 UAS-luciferase, luminescence, 20 h | Potency, µM (titrated, usually from 53.6 µM), for the others: at the highest dose activity, negative = inhibition, hits mostly inhibitors | actives 3.5% (n = 310,000) | AID 2546, 2010;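 further: Gal4-VP16 expression switched on by copper sulfate through the metallothionein promoter; potency means the concentration at half of the fitted maximal effect; on the % scale 0 is the no-effect control and ±100 the full control effect; nearly all actives have a fitted effect of over 50% in size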
Menin MLL FP TR: qHTS Assay for Inhibitors Targeting the Menin-MLL Interaction in MLL Related Leukemias: Competition With Texas Red Labeled MLL-derived Mutant Peptide; Menin + Texas Red MLL mutant peptide, fluorescence polarization; Potency, µM (doses to about 61.6 µM), inactives show at the highest dose FP activity change, negative = inhibition, actives largely listed as inhibitors; AID 1768, 2009; actives 0.23% (n = 270,000); O00255; active means well fitted inhibition curve with a large enough effect in the polarisation, with a control signal flat, not every such curve was filed as active; inconclusive means small, poorly fitted or top-dose-only effect, or effect the other way, or a change in a side signal; inactive means no such curve, though single readings can be large or run the other way; the % refers to the polarisation; further: potency means the concentration at half of the fitted maximal effect; % of control where 0% means no effect; many of its hits are not listed in these tables
RORg inh: qHTS for inhibitors of ROR gamma transcriptional activity; Nuclear receptor ROR-gamma (Mus musculus), P51450; Drosophila S2 Gal4-RORgamma UAS-luciferase reporter, 20 h; Potency, µM (doses to about 53.6 µM), without a hit: at the highest dose activity change, negative = inhibition, most hits filed as inhibitors; actives 5.4% (n = 310,000); AID 2551, 2010; further: potency means the concentration at half of the fitted maximal effect; on the % scale 0 is the no-effect control and ±100 the full control effect; nearly all actives have a fitted effect of over 60% in size
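Luciferase reporter read in Schneider cells carrying Gal4-RORγ (mouse) and UAS-Photinus luciferase; cells given compound 1 h before 700 uM copper sulfate induction, then incubated 20 h at ambient temperature.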
Mito fusion act: qHTS Assay for Small Molecule Inhibitors of Mitochondrial Division or Activators of Mitochondrial Fusion; S. cerevisiae fusion-defective mutant growth rescue, CellTiterGlo 48 h; Potency, µM (highest dose often 46.1 µM), for inactives: at the top dose growth rescue (activation), hits mostly activators; actives 0.23% (n = 320,000);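 further: potency means the concentration at half of the fitted maximal effect; % of control where 0% means no effect; nearly all actives have a fitted effect of over 45% in size; temperature-sensitive fusion mutants such as fzo1-1 at 37 °C on non-fermentable ethanol glycerol medium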
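Growth-rescue viability read-out: after 48 h at the non-permissive 37C in glycerol/ethanol YPEG, yeast mitochondrial fusion mutants are measured by CellTiterGlo luminescence; compounds (23 nl pinned per well) restoring growth score as division inhibitors or fusion activators.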
ELG1 DNA repair: qHTS screen for small molecules that inhibit ELG1-dependent DNA repair in human embryonic kidney (HEK293T) cells expressing luciferase-tagged ELG1 | HEK293T ELG1-luciferase reporter, luminescence, 16 h; DNA damage induced by 5-fluorouridine | Potency, µM (titrated, usually from 46.1 µM), for inactives: at the highest dose activity change, negative = inhibition, most hits filed as inhibitors | actives 2.3% (n = 330,000) | AID 504467, 2011; further: potency means the concentration at half of the fitted maximal effect; on the % scale 0 is the no-effect control and ±100 the full control effect; nearly all actives have a fitted effect of over 55% in size
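Step one: seed 2,000 cells per well. Step two: pin-transfer compound or DMSO alongside 5-fluorouridine. Step three: incubate 16 hr, 37 °C, 5% CO2. Step four: add ONE-Glo, wait 30 min, read luminescence.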
Rab9 promoter act: qHTS Assay for Rab9 Promoter Activators | AID 485297, 2010 | Huh7 Rab9 promoter-luciferase reporter, luminescence, 24 h | actives 2.8% (n = 320,000) | Potency, µM (top dose mostly 9.22 µM), for the others: top-dose activation, negative = inhibition, usual class: activators; further: potency means the concentration at half of the fitted maximal effect; % of control where 0% means no effect; nearly all actives have a fitted effect of over 60% in size
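Stable Rab9-luc Huh7, 1500 cells/well, 2 h settle; cmpd in DMSO, 24 h, 37 °C/5% CO2; luciferase reagent 10 min RT; luminescence.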
NPC1 prom act: qHTS Assay for NPC1 Promoter Activators | Potency, µM (top dose mostly 9.22 µM), without a hit: at the highest dose activation, actives largely listed as activators | actives 2.4% (n = 320,000) | Huh7 NPC1 promoter luciferase reporter, 24 h | AID 485313, 2010;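 further: potency means the concentration at half of the fitted maximal effect; % of control where 0% means no effect; nearly all actives have a fitted effect of over 60% in size; reporter is driven by a mutant NPC1 promoter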
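Huh7 cells stably carrying NPC1 promoter–luciferase, plated in Opti-MEM with 10% FBS for 2 h, were exposed to compound in DMSO for 24 h at 37 °C; luciferase reagent was added for 10 min and luminescence read.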
MBNL1-CUG inh: qHTS Assay for Inhibitors of MBNL1-poly(CUG) RNA binding. Muscleblind-like protein 1 (Homo sapiens), Q9NR56. TR-FRET MBNL1-His/biotin-(CUG)12 binding, 665/545 ratio. Potency, µM (top dose mostly 57.5 µM), inactives show at the highest dose activity change, negative = inhibition, usual class: inhibitors. actives 0.036% (n = 280,000); active means well fitted inhibition curve with a large enough effect in the signal ratio, with a control signal flat, not every such curve was filed as active; inconclusive means small, poorly fitted or top-dose-only effect, or effect the other way, or a change in a side signal; inactive means no such curve, though single readings can be large or run the other way; the % refers to the signal ratio; further: potency means the concentration at half of the fitted maximal effect; on the % scale 0 is the no-effect control and ±100 the full control effect
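TR-FRET between His-tagged MBNL1 and biotin-(CUG)12 RNA, detected with Tb anti-His antibody (0.055 ng/ul) and streptavidin-XL665 (5 nM), 60 min at room temperature. Compounds titrated 92 nM to 58 uM; 665/545 nm ratio normalized to buffer and complex controls.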
The depositor's hits bear a star; u = inconclusive; x = not tested or not shown; & = joins results of further samples; [ ] = dose if it differs, or a comment. Unless noted, the call rests on the fitted dose curve; in most records, active means well fitted curve in the direction sought with a large enough effect; inconclusive means small, poorly fitted or top-dose-only effect, or another doubt; inactive means no such curve, though single readings can be large; an effect the other way counts as inactive or inconclusive. The list is partial (hit frequency here may not be typical).

Every second line gives: KCNH2 3.1 inh	FLuc counter	PKM2 activator	Gal4-VP16 FLuc	Menin MLL FP TR	RORg inh	Mito fusion act	ELG1 DNA repair	Rab9 promoter act	NPC1 prom act	MBNL1-CUG inh
CCn1c(COc2ccccc2)nnc1SCC(=O)CC(=O)Nc1ccccc1OC
  -1	u	20%	22µM*	u	u	-18%	4%	8%	-2%	9%
COc1cccc(CCc2nnc(CCC(=O)NC(C)c3c(C)nn(C)c3C)o2)c1 (stereo not given)
  1	3%	-2%	-10%	-20%	19%	-4%	20%	12%	1%	1%
CCn1cc(C(=O)N2CCN(C3CCCCC3)CC2)c2cc(OC)c(OC)cc2c1=O
  -5	4%	12%	7%	-18%	2%	-14%	-15%	-10%	-1%	-4%
COC(=O)c1[nH]c2cc(OC)ccc2c1NC(=O)CCN1CCSCC1
  9	-2%	3%	6%	-5%	10%	-3%	5%	-8%	-6%	10%
CC12c3ccccc3C(c3ccccc31)C1C(=O)N(c3ccncc3)C(=O)C12 (stereo not given)
  -1	0%	0%	-7%	-8%	u	15%	-7%	-2%	-8%	-1%
Cc1nsc(Nc2ccc([N+](=O)[O-])cc2)c1C#N
  -5	-1%	3%	-1%	28%	u	-1%	-13%	-44%[inhibitor]	-17%	u
CN(C(=O)CSc1nc2ccccc2c(=O)n1-c1ccc(F)cc1)C1CCS(=O)(=O)C1 (stereo not given)
  11	-3%	x	x	x	x	0%	24%	0%	2%	x
COc1ccc(/C=N\NC(=O)COc2ccc(Cl)cc2Cl)c(C(=O)O)c1OC
  -5	-5%	4%	-6%	7%	10%	-2%	u	7%	-4%	u
COc1cc(/C=N/NS(=O)(=O)c2ccc(C)cc2)ccc1OCc1cccc(C(=O)O)c1
  2	0.43µM*	0%	-11%	u	u	-5%	u	0.89µM*	2µM*	15%
Cc1cc(C)cc(-n2nnnc2SCC(=O)N2CCOCC2)c1
  -8	0%	2%	11%	-2%	-2%	20%	2%	-1%	-3%	-6%
COc1ccc(C(=O)Nc2ccnn2C2CCN(C(=O)c3cc(C)on3)CC2)cc1
  23	-16%	-17%	16%	x	30%	2%	10%	5%	-4%	-5%
COc1ccccc1N1CCN(C(=O)c2ccc(S(=O)(=O)N3CCCC3)cc2)CC1
  9	1%[2.3 µM]	3%	-5%	17%	-13%	-2%	-29%	-2%	1%	-11%
Cn1c(=O)c2c(nc(N3CCCCCC3)n2Cc2cccc3ccccc23)n(C)c1=O
  0	4%	2%	-9%	u	3%	21%	u	-10%	-2%	5%
COc1cc(C(=O)NCCNc2nc3c(C)c(C)ccc3cc2C#N)cc(OC)c1OC
  13	-1%	0%	14%	-2%	12%[1.91 µM]	2%	0%	3%	-1%	0%
O=C(O)CSCC(=O)NCc1c(Cl)cccc1Oc1ccccc1
  10	-2%	1%	-15%	x	19%	-3%	-4%	0%	0%	-19%
COc1ccccc1-c1cc(C(F)(F)F)nc(S(=O)(=O)CCCC(=O)Nc2cc(C)on2)n1
  21	0%	-7%	7.9µM*	9%	11µM*	1%	u	3%	-12%	13%
CC(Oc1ccccc1[N+](=O)[O-])C(=O)N/N=C/c1ccoc1 (stereo not given)
  -42	3%	-2%	-9%	x	-10%	-2%	14%	18%	2%	7%
Cc1cc(C)n(-c2nc(NC(C)(C)C)nc(NC(C)(C)C)n2)n1
  -2	0%	-1%	u	-27%	2µM*	-8%	u	-4%	-1%	-15%
Cn1cccc1P(=O)(c1cccn1C)c1cccn1C
  1	4%	-2%	-4%	-1%	u	-1%	11%	-1%	0%	-3%
COc1ccc(S(=O)(=O)N2CCN(S(=O)(=O)c3ccc4c(c3)OCCO4)CC2)cc1
  8	0%	0.22µM*	-27%	-6%	-32%	0%	-2%	5%	0%	-2%
COc1ccc(N2CCN(S(=O)(=O)c3ccc4c(c3)NC(=O)CC(=O)N4)CC2)cc1
  -3	0%	x	-12%	x	-17%	1%	6%	1%	-17%	-3%
COc1ccc(Cn2c(SC)nc3ccccc32)cc1[N+](=O)[O-]
  17	-10%	3%	5%	-12%	18%	2%	u	-3%	-1%	u
O=C(NNC(=O)c1cc2cc(Br)ccc2oc1=O)c1ccc(O)cc1O
  2	u	u	u	u	10µM*	-2%	u	1%	0%	12%
CC(C)c1ccc(/C=C/C(=O)CCC(=O)O)cc1
  26	0.24µM*	1%	u	5%	u	2%	u	0.79µM*	0.28µM*	9%
COC(=O)c1ccc(CS(=O)(=O)c2ccccc2C)o1
  7	1%	-1%	-2%	5%	18%	-4%	4%	8%	-3%	-10%
CCOC(=O)CNC(=O)C(NC(=O)C1CCC(C)CC1)C(C)CC (stereo not given)
  11	-2%	3%	-4%	14%	-9%	6%	18%	2%	-4%	-4%
CCOC(=O)CSc1nc(C)c2ccccc2n1
  1	u	-7%	7%	x	9%	1%	u	1%	0%	-2%
CCOc1cc(/C=C(\C#N)C(N)=O)ccc1OCc1c(C)no[n+]1[O-]
  4	-1%	-3%	7%	10%	-9%	4%	-6%	2%	0%	x
Cc1nn(-c2ccccc2)c(Cl)c1/C=N/NC(=O)c1cccc(S(=O)(=O)N2CCCC2)c1
  -16	0%	-1%	-2%	-3%	23%	-2%	13µM*	-3%	-2%	-4%
COc1ccc2c(c1)sc1nc(=O)ccn12
  -1	-2%	2%	-10%	6%	-5%	-2%	-3%	12%	1%	-4%

Next part:
Every second line gives: KCNH2 3.1 inh	FLuc counter	PKM2 activator	Gal4-VP16 FLuc	Menin MLL FP TR	RORg inh	Mito fusion act	ELG1 DNA repair	Rab9 promoter act	NPC1 prom act	MBNL1-CUG inh
COc1ccc(Br)cc1CNC(=O)C1CCN(c2nnc(N3CCCC3=O)s2)CC1
  -11	5%	x	1%	x	32%	1%	8%	-2%	-3%	-7%
O=c1oc2ccccc2cc1-c1nnc(-c2cccc(Br)c2)o1
  -2	u	3%	-1%	6%	24%[10 µM]	-7%	u	u	u	23%
O=C(NCCC1CCCCN1S(=O)(=O)c1ccccc1)C(=O)NCc1ccc(F)cc1 (stereo not given)
  4	2%	x	x	x	x	9%	u	2%	-2%	x
Cn1c(=O)c2c(nc(N3CCOCC3)n2CC(=O)c2ccccc2)n(C)c1=O
  x	2%	2%	-7%	-14%	7%	-2%	u	10%	10%	0%
CC(C)CN(CCCNC(=O)CN1C(=O)CSc2ccc(S(=O)(=O)N3CCOCC3)cc21)CC(C)C
  -1	1%&-1%	0%	-4%	1%	4%	0%	14%	1%	-3%	4%
COc1cccc(C2C3CN(C)CC=C3C(C#N)=C(N)C2(C#N)C#N)c1OC (stereo not given)
  -2	-2%	4%	-2%	-24%	7%	-9%	-8%	-11%	0%	u
CC1CCCCN1C(=O)c1c(Cl)cnn1C (stereo not given)
  -6	1%	x	-3%	x	-3%	4%	4%	-1%	1%	-3%
O=C(O)c1ccccc1NC(=O)C1CCCO1 (stereo not given)
  14	-2%	-4%	-2%	-9%	3%	-5%	x	x	x	-1%
CCOC(=O)C(=CNc1cc(C)ccc1[N+](=O)[O-])C(=O)OCC
  39	u	0%	-2%	x	16%	9%	u	1%	-3%	16%
COc1ccccc1NC(=O)c1cc(Cl)ccc1NC(=O)c1ccco1
  -17	3%	2%	1%	-1%	6%	3%	u	-1%	12%	-11%
C=CCN(C(=O)COc1ccccc1)c1nnc(-c2ccncc2)s1
  1	10%	-4%	2%	10%	u	1%	-3%	-10%	-6%	6%
